# Assay outcomes deposited in PubChem BioAssay by several laboratories.
# AID2073: inhibitors of Mint1-CaV2.2 protein interaction, biochemical, HTRF (AID 2073). 290,000 tested, 0.19% active. one-dose inhibition, % at 20 µM; IC50 in µM for titrated hits. HTRF protein-protein interaction, Mint1-CaV2.2; higher % means a stronger effect; in the data active means inhibition mostly above about 51%, no sharp cut-off; further: some results filed as inactive read as strong as hits
# P. falciparum M1AAP: P. falciparum M1AAP inhibitors, biochemical, fluorogenic H-Leu-NHMec substrate, 1536-well (AID 1445) | Aminopeptidase N (Plasmodium falciparum (isolate 3D7)) | recombinant M1AAP, H-Leu-NHMec fluorogenic kinetic assay; higher % means a stronger effect | one-dose inhibition, % at 30 µM; IC50 in µM for titrated hits | 220,000 tested, 0.42% active;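 active means primary inhibition above the hit cutoff, then over 50% inhibition at one or more dose response concentrations, cut at about 23% in these data, passing the limit was not always enough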;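 further: plate controls were DMSO full reaction for no effect and no enzyme background for full effect; strong numbers were not always called active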
# Dynein transport: inhibitors of GR-EGFP nuclear translocation, primary screen, dynein cargo transport inhibitor project, imaging, high-content, 3617.4 mouse cells. test concentration mostly 20 µM; stimulated with dexamethasone, 1 µM; stronger effect = lower value. z-score, hits read low. 220,000 tested, 0.47% active;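 active means plate z-score of nuclear minus cytoplasmic receptor signal below a set negative limit, without overly bright fluorescence or cell loss, cut at about -3.5 in these data, passing the limit was not always enough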;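 further: z-score of nuclear minus cytoplasmic ring GR-EGFP intensity difference per well; some compounds called inactive have numbers as strong as hits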
#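 Buffer or medium: tet-free, stripped-serum medium; Also added: dexamethasone, 1.0 µM final; Technique: high-content fluorescence imaging after fixation; Times: 48 h induction, 1 h compound, 30 min dex at 37 °C; Read-out: per-cell GR-EGFP intensity, nucleus versus surrounding cytoplasmic ring, well-averaged.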
# Siah-1 displacement: Siah-1 peptide-binding antagonists, primary screen, biochemical, fluorescence polarization, rhodamine-plectin, uHTS (AID 1817) | E3 ubiquitin-protein ligase SIAH1 (Homo sapiens) | Siah-1 / rhodamine-plectin peptide fluorescence polarization; higher % means a stronger effect | displacement, % at 20 µM; hits with a dose series show IC50 in µM | 290,000 tested, 0.02% active;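 active means displacement of at least 50% at 20 µM, with a fluorescence ratio check between 0.3 and a set limit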;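 further: plate controls were Siah plus tracer with DMSO for no effect and tracer alone without Siah for full effect; strong numbers were not always called active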
# human PMI inhibition: inhibitors of human PMI, primary screen, biochemical, fluorescence intensity, coupled assay (AID 1209); purified PMI enzyme, coupled fluorescence intensity; higher % means a stronger effect; 190,000 tested, 0.42% active; Mannose-6-phosphate isomerase (Homo sapiens); inhibition, % at 20 µM, or IC50 in µM where a hit was titrated;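 further: plate controls were DMSO vehicle for no effect and wells lacking substrate for full effect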
# LYP phosphatase: inhibitors of LYP phosphatase, biochemical, fluorescence intensity, uHTS (AID 1779); one-dose inhibition, % at 11.5 µM; IC50 in µM for titrated hits; recombinant LYP phosphatase, fluorescence intensity; higher % means a stronger effect; 290,000 tested, 0.054% active;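 further: plate controls were vehicle with enzyme for no effect and no enzyme for full effect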
# M17LAP inhibition: P. falciparum M17LAP inhibitors, primary screen, biochemical, fluorogenic H-Leu-NHMec substrate, 1536-well (AID 1619) | Leucine aminopeptidase (Plasmodium falciparum (isolate 3D7)) | recombinant M17LAP, H-Leu-NHMec fluorogenic kinetic assay; higher % means a stronger effect | inhibition, % at 30 µM; hits with a dose series show IC50 in µM | 220,000 tested, 0.38% active;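 active means compound inhibiting the enzyme by more than half at any dose during confirmatory dose-response retesting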;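 further: plate controls were full reaction with DMSO carrier for no effect and no enzyme background for full effect; strong numbers were not always called active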
# XIAP antagonists: XIAP antagonists, biochemical, IAP family, fluorescence polarization (AID 1018) | XIAP BIR domain, fluorescence polarization peptide displacement; higher % means a stronger effect | displacement, % at 20 µM; hits with a dose series show IC50 in µM | 200,000 tested, 0.007% active; in the data active means displacement above about 50%; further: a part of the inactive calls stands beside numbers as strong as those of hits
# human PMI inhibitors: human PMI inhibitors, high substrate, primary screen, biochemical, fluorescence intensity, high mannose 6-phosphate (AID 1220). Mannose-6-phosphate isomerase (Homo sapiens). 190,000 tested, 0.66% active. recombinant PMI enzyme, coupled fluorescence intensity; higher % means a stronger effect. one-dose inhibition, % at 20 µM; IC50 in µM for titrated hits
# Dynein transport cytoplasmic EGFP: also measured in Dynein transport; calls as there; z-score; measured here: cytoplasmic GR-EGFP intensity; stronger effect = higher value
# Dynein transport nuclear GR-EGFP: also measured in Dynein transport; calls as there; z-score; measured here: nuclear GR-EGFP intensity;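 lower value marks the stronger effect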
# Dynein transport cell count: recorded beside Dynein transport, whose call it bears; z-score; measured here: cell count per field
# Active calls of the source: *; i = inactive; . = not tested or not shown. Unless noted, no stated cut-off is given here; in the data, active means inhibition above about 50%; inactive means the rest.
no.	AID2073	P. falciparum M1AAP	Dynein transport	Dynein transport cytoplasmic EGFP	Dynein transport nuclear GR-EGFP	Dynein transport cell count	Siah-1 displacement	human PMI inhibition	LYP phosphatase	M17LAP inhibition	XIAP antagonists	human PMI inhibitors	compound
1	-3%	1%	-0.53	-0.13	0.0019	0.36	3%	-9%	0%	-6%	2.5%	-22%	COc1ccc(S(=O)(=O)O/N=C2\CCCc3ccccc32)cc1
2	0%	0%	1.4	-0.3	1.1	-0.029	2%	3%	0%	-2%	-6.1%	1%	CCc1ccccc1NC(=O)Nc1cccc(F)c1
3	12%	7%	-0.21	-0.23	0.76	0.33	6%	.	-8%	8%	.	.	COC(=O)Nc1nn(-c2ccc(Cl)cc2)c(=O)c(C#N)c1C
4	20%	1%	-0.13	0.25	0.22	-0.095	-4%	13%	-9%	-5%	-0.2%	3%	O=c1c2[nH]c3ccccc3c2nc2n1CCCS2
5	15%	2%	-0.38	-0.15	-0.31	0.77	9%	0%	0%	5%	-1.4%	7%	Cc1cccc(C(=O)N2CCc3cc(-c4nc(NC(=O)Cn5nnc6ccccc6c5=O)sc4C)ccc32)c1
6	6%	0%	-0.54	-0.38	-0.66	0.3	29%	-5%	-3%	-1%	-2.7%	-6%	O=C(Nc1cccc(S(=O)(=O)NC2=NCCCCC2)c1)C1COc2ccccc2O1 (stereo unspecified)
7	-9%	5%	0.076	-0.19	0.55	-0.094	2%	5%	-2%	-2%	-1.2%	0%	COC(=O)Nc1nc2c(s1)CCCC2
8	3%	7%	-0.51	-0.28	-0.096	0.72	6%	-1%	2%	-1%	-4.8%	-2%	O=C(Nc1ccccc1)Nc1ccc(C(=O)N2CCCC2)cc1
9	-3%	1%	0.62	-0.28	0.59	0.028	3%	-5%	-6%	11%	-4.1%	-7%	CNC(=S)Nc1cccc([N+](=O)[O-])c1
10	2%	-5%	0.12	-0.25	0.66	-0.69	4%	.	-4%	9%	.	.	CSCCC(NS(=O)(=O)c1ccc2c(c1)oc(=O)n2C)C(=O)NCc1ccc(C)cc1 (stereo unspecified)
11	-6%	10%	0.51	0.44	1.2	-2	-2%	-13%	-2%	8%	-8.9%	-1%	CN(CC(=O)Nc1ccccc1Cl)C(=O)CSc1nnc(-c2ccco2)o1
12	3%	2%	0.58	-0.27	0.2	-0.23	-2%	8%	-8%	-12%	-2.7%	4%	CCN(CC)CCCNC(=O)Cn1nc([N+](=O)[O-])c(Cl)c1C
13	2%	3%	1.1	-0.23	0.66	-0.69	-2%	.	-4%	1%	.	.	Cc1ccc(NC(=O)c2ccc(F)cc2F)cc1NS(C)(=O)=O
14	4%	1%	-0.36	-0.31	-0.2	0.36	-4%	.	-2%	-5%	.	.	COC(OC)c1ccnc(SCc2ccccc2Cl)n1
15	10%	8%	0.12	-0.29	0.14	0.077	2%	-7%	0%	-5%	-1.2%	-3%	COc1cccc2cc(NC(=O)C3CCCCC3)c(=O)oc12
16	21%	4%	0.095	-0.21	0.18	-0.49	7%	-6%	-7%	5%	-6.2%	5%	COc1ccc(NC(=O)c2cc(-c3ccccc3)nc3c2c(C)nn3-c2ccccc2)c(OC)c1
17	36%	11%	-0.22	-0.29	-0.51	0.56	-9%	3%	-7%	-383%	-3.6%	-3%	COC(=O)c1ccc(Oc2c(C)oc3c(CN4CCN(C)CC4)c(O)ccc3c2=O)cc1
18	-1%	-1%	-0.074	-0.2	0.16	0.56	4%	8%	-2%	8%	-2.0%	8%	CCOC(=O)c1ccc(Oc2nc(SC)nc(N(C)C)n2)cc1
19	6%	7%	-1.3	-0.27	-0.42	0.38	4%	10%	-6%	0%	-1.6%	10%	CCO[C@H]1OC(C(N)=O)=C[C@@H](C2CCCCC2)[C@@H]1CCCO
20	1%	-1%	0.32	-0.23	0.52	-0.37	8%	7%	-1%	-12%	-19%	11%	COc1ccccc1C(=O)N1c2ccccc2Sc2ccccc21

# From entry 12 as far as 20, as listed above:
no.	AID2073	P. falciparum M1AAP	Dynein transport	Dynein transport cytoplasmic EGFP	Dynein transport nuclear GR-EGFP	Dynein transport cell count	Siah-1 displacement	human PMI inhibition	LYP phosphatase	M17LAP inhibition	XIAP antagonists	human PMI inhibitors	compound
12	3%	2%	0.58	-0.27	0.2	-0.23	-2%	8%	-8%	-12%	-2.7%	4%	CCN(CC)CCCNC(=O)Cn1nc([N+](=O)[O-])c(Cl)c1C
13	2%	3%	1.1	-0.23	0.66	-0.69	-2%	.	-4%	1%	.	.	Cc1ccc(NC(=O)c2ccc(F)cc2F)cc1NS(C)(=O)=O
14	4%	1%	-0.36	-0.31	-0.2	0.36	-4%	.	-2%	-5%	.	.	COC(OC)c1ccnc(SCc2ccccc2Cl)n1
15	10%	8%	0.12	-0.29	0.14	0.077	2%	-7%	0%	-5%	-1.2%	-3%	COc1cccc2cc(NC(=O)C3CCCCC3)c(=O)oc12
16	21%	4%	0.095	-0.21	0.18	-0.49	7%	-6%	-7%	5%	-6.2%	5%	COc1ccc(NC(=O)c2cc(-c3ccccc3)nc3c2c(C)nn3-c2ccccc2)c(OC)c1
17	36%	11%	-0.22	-0.29	-0.51	0.56	-9%	3%	-7%	-383%	-3.6%	-3%	COC(=O)c1ccc(Oc2c(C)oc3c(CN4CCN(C)CC4)c(O)ccc3c2=O)cc1
18	-1%	-1%	-0.074	-0.2	0.16	0.56	4%	8%	-2%	8%	-2.0%	8%	CCOC(=O)c1ccc(Oc2nc(SC)nc(N(C)C)n2)cc1
19	6%	7%	-1.3	-0.27	-0.42	0.38	4%	10%	-6%	0%	-1.6%	10%	CCO[C@H]1OC(C(N)=O)=C[C@@H](C2CCCCC2)[C@@H]1CCCO
20	1%	-1%	0.32	-0.23	0.52	-0.37	8%	7%	-1%	-12%	-19%	11%	COc1ccccc1C(=O)N1c2ccccc2Sc2ccccc21

# Carrying on.
no.	AID2073	P. falciparum M1AAP	Dynein transport	Dynein transport cytoplasmic EGFP	Dynein transport nuclear GR-EGFP	Dynein transport cell count	Siah-1 displacement	human PMI inhibition	LYP phosphatase	M17LAP inhibition	XIAP antagonists	human PMI inhibitors	compound
21	0%	-2%	0.36	-0.2	-0.025	0.014	-1%	-3%	-9%	-4%	-7.2%	-12%	Cc1ccc(C2=CC(c3cccs3)n3nnnc3N2)cc1 (stereo unspecified)
22	3%	6%	-0.34	-0.24	0.12	0.29	-4%	2%	-3%	-1%	-3.8%	8%	CCOC(=O)C1=C(N)N(c2ccc(C)cc2)C2=C(C(=O)CCC2)C1c1cccs1 (stereo unspecified)
23	0%	4%	0.37	-0.36	0.23	-0.12	-1%	2%	-4%	2%	1.9%	4%	O=C(O)c1cc(S(=O)(=O)N2CCCCCC2)ccc1Cl
24	5%	5%	0.075	-0.24	0.17	-0.24	-5%	16%	-4%	-2%	-3.4%	14%	CC(=O)Nc1ccc(S(=O)(=O)N2c3ccccc3C(C)=CC2(C)C)cc1
25	-6%	0%	1	0.12	0.88	-1.3	i	32%	-6%	14%	-3.1%	63%*	CCOC(=O)c1c(C)[nH]c2c1-c1ccccc1C(=O)C2=O
26	-6%	10%	0.57	-0.17	-0.061	-0.38	1%	-70%	-4%	6%	-1.3%	-129%	O=C(NNc1ccc([N+](=O)[O-])cc1)c1ccccc1F
27	0%	3%	-0.2	-0.19	0.097	1.1	-3%	0%	1%	-10%	-12%	-12%	CN(C)CC/C=C1\c2ccccc2Sc2ccc(Cl)cc21
28	-11%	13%	0.036	-0.34	-0.14	0.61	-6%	11%	-7%	-1%	-5.9%	8%	COc1ccc(CCNC(=O)CC2SC(=Nc3cc(C)cc(C)c3)NC2=O)cc1OC (stereo unspecified)
29	-6%	1%	1.2	-0.25	0.85	-0.62	0%	7%	-2%	10%	2.8%	4%	Cc1ccc(C(=O)N2CCCCC2C(=O)O)o1 (stereo unspecified)
30	-3%	7%	-0.035	-0.085	-0.018	-1.1	-1%	-3%	-6%	17%	-6.9%	-3%	O=C(Nc1ccc2snnc2c1)N1CCSCC1
31	11%	12%	-0.31	-0.21	0.065	0.11	4%	7%	-2%	-267%	-4.4%	10%	COc1ccccc1N=c1oc2cc(O)ccc2cc1C(N)=O
32	-13%	-2%	0.66	-0.26	0.37	-0.62	-4%	-21%	-6%	-1%	-10%	-14%	O=C(O)C1=C(C(=O)Nc2cccc(C(F)(F)F)c2)CCCC1
33	-8%	10%	-0.94	-0.17	-0.83	0.65	2%	18%	-1%	7%	1.4%	14%	Cc1ccc(NC2=C(NC(=O)c3ccccc3)C(=O)c3ccccc3C2=O)cc1Cl
34	22%	2%	0.74	-0.21	0.19	-0.45	3%	14%	5%	0%	-3.1%	6%	CCN(CC)S(=O)(=O)c1ccc(NC(=O)c2cc(-c3ccccc3)nc3ccccc23)cc1
35	0%	4%	-0.94	-0.28	-0.52	0.77	-2%	3%	-6%	19%	-2.3%	-8%	CCCCn1c(N)c(N(CCOC)C(=O)CCc2ccc(OC)cc2)c(=O)[nH]c1=O
36	-2%	1%	0.061	-0.23	0.02	0.21	-4%	14%	-5%	6%	-7.7%	3%	COCCN(C(=S)Nc1cccc(C)c1)C(C)c1cccs1 (stereo unspecified)
37	2%	7%	0.21	-0.2	-0.048	0.026	-1%	8%	-12%	12%	-24%	-6%	CC(C)C(NS(=O)(=O)c1cccs1)C(=O)N(C)Cc1ccccc1 (stereo unspecified)
38	6%	-1%	-0.056	-0.2	0.23	-0.35	-7%	3%	-4%	0%	-5.8%	-1%	Cn1c2c(c(=O)n(C)c1=O)C(NC(=O)c1ccco1)(C(F)(F)F)C(=O)N2 (stereo unspecified)
39	8%	0%	0.77	-0.12	-0.25	-1.8	-2%	51%*	1%	3%	0.6%	10%	COc1cccc(NC(=O)C2CC(=O)n3cnnc3S2)c1 (stereo unspecified)

# From no. 38 as far as 39, copied from above:
no.	AID2073	P. falciparum M1AAP	Dynein transport	Dynein transport cytoplasmic EGFP	Dynein transport nuclear GR-EGFP	Dynein transport cell count	Siah-1 displacement	human PMI inhibition	LYP phosphatase	M17LAP inhibition	XIAP antagonists	human PMI inhibitors	compound
38	6%	-1%	-0.056	-0.2	0.23	-0.35	-7%	3%	-4%	0%	-5.8%	-1%	Cn1c2c(c(=O)n(C)c1=O)C(NC(=O)c1ccco1)(C(F)(F)F)C(=O)N2 (stereo unspecified)
39	8%	0%	0.77	-0.12	-0.25	-1.8	-2%	51%*	1%	3%	0.6%	10%	COc1cccc(NC(=O)C2CC(=O)n3cnnc3S2)c1 (stereo unspecified)
